# TbHK1 inh = T. brucei hexokinase 1 inhibition | recombinant TbHK1, G6PDH-coupled NADH A340 | inhibition, % at 10 µM | actives 0.11% (n = 220,000);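 active means inhibition of 50% or more in the single-dose primary screen; inactive means inhibition below 50%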
# RBBP9 inhibitor = blocks human serine hydrolase RBBP9; inhibition, % at 7.94 µM; actives 0.2% (n = 220,000); recombinant RBBP9, FP-Rh probe fluorescence polarization; O75884; AID 1515;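 active means inhibition above the campaign mean of all tested compounds plus 3 SD, cut at about 14% in these data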;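 further: plate controls were DMSO wells with RBBP9 for no effect and wells lacking RBBP9 protein for full effect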
# Target sequence (O75884 whole entry, looked up): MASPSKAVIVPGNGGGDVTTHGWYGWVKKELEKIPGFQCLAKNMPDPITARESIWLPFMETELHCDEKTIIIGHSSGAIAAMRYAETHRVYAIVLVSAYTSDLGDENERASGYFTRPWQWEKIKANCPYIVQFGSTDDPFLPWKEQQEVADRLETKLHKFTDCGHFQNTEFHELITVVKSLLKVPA
#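 Assay system: recombinant human RBBP9; Reagent: Serine-hydrolase probe FP-Rh, 375 nM pre-mixing; Doses: 7.94 µM single dose, 0.794% DMSO; Incubation: 30 min then 45 min, 25 °C; Detection: fluorescence polarization (mP), excitation 525 nm, emission 598 nm; Evaluation: percent inhibition from mP, scaled between DMSO and no-protein wells.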
# EBV gp42 inh = EBV gp42 inhibition | Q1HVG2 | Fluorescence polarization binding assay, mP read-out | inhibition, % (tested at 21.74 µM) | actives 0.42% (n = 220,000) | AID 1085; in the data active means inhibition above about 50%
# Target sequence (Q1HVG2 whole entry, looked up): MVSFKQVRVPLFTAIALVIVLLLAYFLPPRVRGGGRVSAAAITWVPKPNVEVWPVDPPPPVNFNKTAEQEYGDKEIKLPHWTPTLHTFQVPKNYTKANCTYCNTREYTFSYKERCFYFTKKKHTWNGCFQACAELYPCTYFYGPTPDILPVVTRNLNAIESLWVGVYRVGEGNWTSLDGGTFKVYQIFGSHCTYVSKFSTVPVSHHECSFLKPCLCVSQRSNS
# Furin inh = inhibitors of human furin | purified furin, fluorogenic substrate cleavage | inhibition, % at 30 µM | actives 0.061% (n = 220,000); in the data active means inhibition above about 25%; further: inactives centre near -15
# Calpain2 inh = blocks pig calpain II enzyme activity | purified calpain II, fluorogenic peptide substrate, 30 min | inhibition, % at 16 µM | actives 0.37% (n = 220,000);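 active means inhibition above about 50%, limit read from the data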
# Runt-CBFb FRET = Runt domain-CBFb interaction inhibition | Cerulean-Runt/Venus-CBFb FRET ratio 530/480, 1 h | inhibition, % at 20 µM | Q01196+Q13951 | actives 0.46% (n = 220,000);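 active means inhibition over about 50% at 20 µM in the single-dose screen, limit read from the data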;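 further: 0% = DMSO wells and 100% = excess unlabeled CBFb competitor control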
#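 Assay system: Cerulean-Runt domain / Medium: Tris 50 mM pH 7.5, KCl, K2SO4, 0.01% BSA / Timing: protein complex preformed 1 h, compound exposure 1 h, room temperature, dark / Measured by: FRET, excitation 422 nm, emission at 530 and 480 nm / Evaluation: loss of energy transfer signal / Control set: 5 µM unlabeled CBFb as full-inhibition high control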
# p97 inhibitor = human p97 ATPase inhibition | actives 0.42% (n = 220,000) | recombinant p97 ATPase, Kinase-Glo ATP luminescence, 3 h | P55072 | inhibition, % at 8 µM; in the data active means inhibition above about 15%;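 further: 0% = DMSO vehicle and 100% = wells lacking enzyme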
# p47phox inh = p47phox (human) inhibition; inhibition, % at 24.7 µM; P14598; p47phox/p22phox peptide binding, fluorescence polarization, 2 h; actives 0.53% (n = 220,000);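 active means inhibition above about 30%, limit read from the data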;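 further: 0% = p47phox with labelled peptide and 100% = labelled peptide alone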
# Target sequence (P14598 whole entry, looked up): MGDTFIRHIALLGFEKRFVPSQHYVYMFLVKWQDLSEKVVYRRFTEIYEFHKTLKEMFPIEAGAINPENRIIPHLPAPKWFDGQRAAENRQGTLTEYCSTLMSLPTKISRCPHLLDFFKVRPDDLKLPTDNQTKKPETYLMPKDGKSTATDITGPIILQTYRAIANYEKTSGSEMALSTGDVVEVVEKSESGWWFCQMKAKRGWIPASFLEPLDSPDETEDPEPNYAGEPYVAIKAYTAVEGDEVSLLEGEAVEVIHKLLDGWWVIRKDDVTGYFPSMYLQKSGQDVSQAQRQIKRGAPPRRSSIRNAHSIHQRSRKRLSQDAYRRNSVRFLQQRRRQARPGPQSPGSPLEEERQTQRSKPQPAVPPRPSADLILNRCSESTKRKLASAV
# Runt-SMMHC FRET = blocks binding of human RUNX1 Runt domain to CBFb-SMMHC. Q01196+Q13951. Cerulean-Runt/Venus-CBFb-SMMHC FRET ratio 530/480, 1 h. inhibition, % at 20 µM. actives 0.74% (n = 220,000). AID 1434;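 active means mean inhibition across duplicate retests at 20 µM reaching about 50%, limit read from the data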;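 further: 0% = DMSO wells and 100% = wells with excess untagged CBFb-SMMHC; inhibitors lower the FRET ratio by blocking Runt binding to CBFb-SMMHC; some results filed as inactive read as strong as hits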
# * marks the source's active call; other numbers are inactive results; . = no result given; [ ] = dose if it differs, or a comment.
SMILES,TbHK1 inh,RBBP9 inhibitor,EBV gp42 inh,Furin inh,Calpain2 inh,Runt-CBFb FRET,p97 inhibitor,p47phox inh,Runt-SMMHC FRET
CCOc1ccc(C2C=C(c3ccc(C)cc3)Nc3nnnn32)cc1 (centres undefined),1,0,-15,-16,24,-7,1,-11,-34
Clc1ccc(OCCCNCc2ccccc2)c(Br)c1,14,-1,-9,-9,8,0,5,-12,-5
Cc1cc(C)nc(SCSc2nc(C)cc(C)n2)n1,0,-10,-2,-14,20,-1,-3,2,0
NNC(=O)Cn1c(SCc2ccccc2)nc2ccccc21,-2,6,2,-23[20 µM],30,2,2,0,5
Cc1ccccc1CN1CCN(S(=O)(=O)c2cccs2)CC1,2,-7,-5,-8,9,0,0,-11,0
O=C(NCc1ccccc1)NS(=O)(=O)c1ccccc1Cl,0,-6,-26,-25,2,-1,-1,0,-6
CN(C)c1nc(N)nc(-c2nc3ccccc3s2)n1,0,3,-7,-22[20 µM],-10,0,5,-13,40
Cc1ccc2nc(NC(=O)CSCC(=O)OCC(=O)c3ccc(Br)cc3)sc2c1,0,-9,-14,-7[20 µM],-4,-8,7,-13,-25
CCN(Cc1ccncc1)Cc1cn[nH]c1-c1ccc(OC)cc1F,-2,3,-7,-31,-27,2,0,-10,2
O=C(CN1C(=O)C2C3C=CC(C4CC34)C2C1=O)Nc1cccc2ncccc12 (centres undefined),-1,-7,-7,-19,-9,-1,2,2,0
O=C(/C=C/c1ccco1)NC(=S)Nc1ccccc1N1CCOCC1,-33,-7,-1,-2,-7,-1,4,-4,5
CN1/C(=C\C(=O)COC(=O)CNC(=O)c2ccccc2F)C(C)(C)c2ccccc21,-15,1,-7,-3,-64,-2,3,-65,4
O=C(O)CSc1nc2ccccc2o1,-1,-7,-8,-20,-26,-2,4,11,-4
C[C@@H](C(=O)Nc1nc(-c2ccccn2)cs1)N1C(=O)C2CCCCC2C1=O (some centres undefined),11,-3,13,-20[20 µM],7,17,7,-10,17
CC(C)(C)c1ccc(OCC(=O)NNC(=O)c2cccnc2)cc1,2,-2,-4,-11,21,2,-8,-5,0

# 4 compounds already listed, sorted by their value in Furin inh, falling.
canonical_smiles,Furin inh
Cc1cc(C)nc(SCSc2nc(C)cc(C)n2)n1,-14
O=C(O)CSc1nc2ccccc2o1,-20
O=C(NCc1ccccc1)NS(=O)(=O)c1ccccc1Cl,-25
CCN(Cc1ccncc1)Cc1cn[nH]c1-c1ccc(OC)cc1F,-31

# (cont.)
SMILES,TbHK1 inh,RBBP9 inhibitor,EBV gp42 inh,Furin inh,Calpain2 inh,Runt-CBFb FRET,p97 inhibitor,p47phox inh,Runt-SMMHC FRET
Cc1ccc(C(=O)N2CCOCC2)cc1S(=O)(=O)Nc1cccc(C)c1C,2,-5,5,-15[20 µM],6,0,3,-9,-1
COc1ccc(C(=O)c2coc3ccc(O)c(CN4CCOCC4)c23)cc1,-6,1,-24,-24,5,-4,1,-10,0
O=C(Nc1ccc(Cl)c(C(F)(F)F)c1)N1CCCC(O)C1 (centres undefined),-1,3,-8,24[20 µM],8,1,5,-3,-5
O=C(Nc1ccon1)c1cnc2sccn2c1=O,-64,0,.,-31,.,-2,4,.,-5
COc1cccc(-c2csc(N3CCN(C(=S)Nc4ccccc4OC)CC3)n2)c1,-12,-8,-22,-19[20 µM],-11,2,1,-58,0
CCc1ccc(NC(=O)C2CCN(S(=O)(=O)c3c(C)[nH]c(=O)[nH]c3=O)CC2)cc1,4,-7,-17,-1[20 µM],22,-2,-6,-3,1
O=C(NCC1CCCO1)C(c1cccs1)N(Cc1ccccc1)C(=O)c1ccc(-c2ccccc2)[nH]1 (centres undefined),-13,-5,-29,-1,-16,-5,-6,-21,-1
CCOC(=O)c1sc2nc(C)nc(SCC(=O)N(CC)C3CCS(=O)(=O)C3)c2c1C (centres undefined),-14,-1,-10,-20,-29,-8,5,1,-2
O=C1CSC(c2cn(-c3ccccc3)nc2-c2cc3ccccc3o2)N1Cc1ccccc1 (centres undefined),-14,-1,-10,-20[20 µM],-69,-1,-1,-6,-6
COc1cc(/C=N/NC(=S)NCC2CCCO2)cc(OC)c1OC (centres undefined),-47,-3,-25,-9,8,1,4,-3,-6
O=C(COc1ccccc1[N+](=O)[O-])N/N=C/c1ccc(O)c([N+](=O)[O-])c1,-13,-6,-3,-29,-6,-1,8,3,-1
CC1CCC(NC(=O)COc2ccccc2C(N)=O)CC1 (centres undefined),3,5,-27,-3[20 µM],-24,-1,-3,-5,2
COC(=O)c1cc(-c2c(C)oc3cc(O)ccc3c2=O)c(C)o1,-24,-4,-9,-26[20 µM],-399,-1,2,-8,0
O=C(O)COc1ccccc1/C=N/NC(=O)CSc1nc2ccccc2n1Cc1ccccc1,-9,0,-13,-11,-4,0,3,-10,-2
O=C(CNC(=S)N(CCCN1CCOCC1)Cc1cccs1)N1CCCCCC1,-2,-12,-5,-34,-18,1,1,-4,-3

# The list goes on; the last 3 above are carried over.
SMILES,TbHK1 inh,RBBP9 inhibitor,EBV gp42 inh,Furin inh,Calpain2 inh,Runt-CBFb FRET,p97 inhibitor,p47phox inh,Runt-SMMHC FRET
COC(=O)c1cc(-c2c(C)oc3cc(O)ccc3c2=O)c(C)o1,-24,-4,-9,-26[20 µM],-399,-1,2,-8,0
O=C(O)COc1ccccc1/C=N/NC(=O)CSc1nc2ccccc2n1Cc1ccccc1,-9,0,-13,-11,-4,0,3,-10,-2
O=C(CNC(=S)N(CCCN1CCOCC1)Cc1cccs1)N1CCCCCC1,-2,-12,-5,-34,-18,1,1,-4,-3
CCOC(=O)C1C(C(=O)OCC)C1(c1ccccc1)c1ccccc1 (centres undefined),29,-5,-2,-16,-2,-2,2,4,-2
CCOC(=O)c1cnn(-c2cccc(Cl)c2)c1N,0,-10,-19,-13,16,-2,6,-12,0
Cc1ccc(C(=O)c2ccccc2C(=O)OCC(=O)NCC2CCCO2)cc1 (centres undefined),0,-7,-8,-10,-17,-3,0,-14,-4
O=C(CNC(=O)c1cccs1)NCC(=O)OCc1ccc(Cl)cc1,-2,-2,1,-16,-9,-1,5,-1,-2
CCOc1ccccc1-c1nc(C(N)=O)c2[nH]c(=O)n(-c3ccc(F)cc3)c2n1,-18,-10,-20,-26,-10,-3,2,-5,-4
COc1ccccc1N(CC(=O)NCC1CCCO1)C(=O)Cn1nnc(-c2cccs2)n1 (centres undefined),9,-6,-10,-18,31,0,2,-10,2
CC(C)(C)c1ccc(OC(=O)CN2C(=O)C3C4CCC(C4)C3C2=O)cc1 (centres undefined),5,1,2,-3,-9,-9,1,-3,-9
CCCn1c(SCC(=O)Nc2c(CC)cccc2CC)nnc1C(C)C,4,-9,-18,-12,-5,4,-7,4,0
Cc1ccc(C2=NC3(CCCCCC3)NC2=S)cc1,1,2,-7,-9,-24,3,1,9,-1
CCCONC(=O)Nc1ccccc1[N+](=O)[O-],-9,3,-9,-19,-9,2,7,8,2
CCC1=[N+](CC(=O)c2ccc(C)cc2)CCn2c(C)ccc21,-96,-7,-24,-11,-6,-4,3,-5,-15
O=C1C(Cc2ccc(Br)cc2)SC(=Nc2ccccc2)N1c1ccccc1 (centres undefined),3,-2,1,-12,8,0,-5,-7,0
COc1ccccc1N1CCN(C(=O)c2cnn3cccnc23)CC1,4,-10,4,-5[20 µM],2,-2,2,-8,0
Cc1nc(N2CCOCC2)c2c(C)c(C(=O)Nc3ccccc3Cl)sc2n1,-9,0,-9,-19,2,-4,2,-1,-2
Cc1csc(SCC(=O)N(C)c2c(N)n(Cc3ccccc3)c(=O)[nH]c2=O)n1,-1,-4,0,-13,2,0,4,-9,1
Cc1cc2cc(CCNC(=O)c3ccc(Br)o3)c(=O)[nH]c2cc1C,9,-9,-8,-22,-61,1,2,-6,8
O=C(O)/C=C\C(=O)Nc1ccc(OC(F)F)cc1,-7,-3,-9,-11,-24,3,4,3,2
CCOC(=O)N1CCN(C(=O)CN(c2ccc(C)cc2)S(=O)(=O)c2c(C)noc2C)CC1,2,2,-19,-19[20 µM],-14,-1,-2,2,-1
CCc1ccc(NC(=O)C(C)OC(=O)c2ccc(N3CCCC3)c([N+](=O)[O-])c2)cc1 (centres undefined),-10,-2,-2,-13,30,0,8,-8,-2
CCCn1nc(C(=O)OCC(=O)Nc2ncc(Cl)c(C)c2Cl)c2ccccc2c1=O,8,-1,-4,-2,-13,-2,0,-18,-1
O=[N+]([O-])c1ccc(Nc2cccc(F)c2)nc1,-15,-4,-4,-1,-13,-2,-1,-3,-3
O=C(NN1C(=O)C2C3C=CC(O3)C2C1=O)c1cccc(Br)c1 (centres undefined),-1,0,-4,-2,18,13,7,4,5
CN(C(=O)COC(=O)c1c2c(nc3ccccc13)/C(=C/c1cccc([N+](=O)[O-])c1)CCC2)C1CCS(=O)(=O)C1 (centres undefined),-22,-2,-22,-18,-85,1,9,-25,-7
O=C(NCCCCc1ccccc1)c1ccc(Br)o1,2,-7,-24,-18[20 µM],7,-2,1,-9,-2
COc1ccc(CCNC(=O)CCCCCN2C(=O)c3ccccc3C2=O)cc1OC,-2,-10,7,1,35,-3,-9,0,9
CC(NC(=O)COC(=O)/C=C/c1ccc(Cl)cc1)c1ccccc1 (centres undefined),-7,4,-15,-19,-8,1,4,3,-6
O=C(COC(=O)CCC(=O)c1cccs1)NCc1cccs1,-5,-8,-16,-16,-5,1,0,-6,1
CC(=O)c1cc(-c2ccccc2)n(CCC(=O)NC2CCCCC2)c1C,14,8,-16,-3,2,-2,0,-4,0
COc1ccc(C(=O)Nc2ccccc2C(=O)NC(Cc2ccc(O)cc2)C(=O)NNC(=O)c2ccc(C)cc2)cc1 (centres undefined),-16,-9,-19,-12,-72,-4,6,19,-17
CC(=O)Nc1ccc(OCC(O)CN2CCN(Cc3ccccc3)CC2)cc1 (centres undefined),-1,2,-20,-23[20 µM],-10,1,-1,-11,1
CCOC(=O)C1=C(CSc2nc3ccccc3s2)NC(=O)NC1c1ccc(OC)cc1 (centres undefined),4,-2,3,-11[20 µM],-37,-2,2,-25,4
Cc1ccccc1SCC(=O)Nc1cccc(C#N)c1,8,-3,-19,-6[20 µM],5,1,-6,-1,-2
CC1(C)OC(C(=O)NC2CCCCC2)C(C(=O)NC2CCCCC2)O1 (centres undefined),0,-4,5,-22,20,.,1,-9,-6
O=C1c2ccccc2C(=O)N1CCc1nc(-c2cccnc2)no1,-2,14,-14,-10[20 µM],-11,-1,8,-3,0
COc1ccc(NC(=O)CSc2n[nH]c(C(C)C)n2)c([N+](=O)[O-])c1,-11,2,-9,-1,17,0,6,4,1
COC(=O)[C@H](Cc1ccccc1)NC(=O)N1CCCCC1C (some centres undefined),2,-2,-12,-33,4,-1,-2,-11,-1
Cc1ccccc1NC(=O)C1CCCN1S(=O)(=O)c1ccc2c(c1)n(C)c(=O)c(=O)n2C (centres undefined),-13,-9,-5,-13,-25,0,-1,0,3
CCc1ccc(Nc2nnc(SCC(=O)c3ccc4c(c3)NC(=O)CO4)s2)cc1,-3,-6,6,-16,-115,8,4,-6,-2
Cc1ccc(NC(=O)NN(C)c2c(Cl)c(Cl)nn2C)cc1,10,-3,-7,1,45,2,-4,-3,0

# Copied from the list.
# Cc1ccc(NC(=O)NN(C)c2c(Cl)c(Cl)nn2C)cc1 | Runt-CBFb FRET: 2
# COC(=O)[C@H](Cc1ccccc1)NC(=O)N1CCCCC1C (some centres undefined) | TbHK1 inh: 2
